Bioassay records deposited in PubChem BioAssay by Broad Institute.
E-sel inducer: E-selectin induction on HUVECs | P16581 | HUVEC E-selectin immunofluorescence imaging; normalized: neutral wells 0, TNF-alpha wells 100 | activation, % at 7.58 µM | 260,000 compounds, 0.37% hits | AID 686992;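 active = mean E-selectin-positive cell signal at least 10% of the positive control, reached in at least 60% of replicates, without over 20% cell loss; inconclusive = no rule given, readout overlaps actives, possibly toxicity-flagged; inactive = the rest, including those meeting only one limit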;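 also: in these data hits start at about 27%; measured in HUVEC primary endothelial cells; signal is the percent of cells scored E-selectin positive by PE staining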
Target sequence (P16581 whole entry, looked up): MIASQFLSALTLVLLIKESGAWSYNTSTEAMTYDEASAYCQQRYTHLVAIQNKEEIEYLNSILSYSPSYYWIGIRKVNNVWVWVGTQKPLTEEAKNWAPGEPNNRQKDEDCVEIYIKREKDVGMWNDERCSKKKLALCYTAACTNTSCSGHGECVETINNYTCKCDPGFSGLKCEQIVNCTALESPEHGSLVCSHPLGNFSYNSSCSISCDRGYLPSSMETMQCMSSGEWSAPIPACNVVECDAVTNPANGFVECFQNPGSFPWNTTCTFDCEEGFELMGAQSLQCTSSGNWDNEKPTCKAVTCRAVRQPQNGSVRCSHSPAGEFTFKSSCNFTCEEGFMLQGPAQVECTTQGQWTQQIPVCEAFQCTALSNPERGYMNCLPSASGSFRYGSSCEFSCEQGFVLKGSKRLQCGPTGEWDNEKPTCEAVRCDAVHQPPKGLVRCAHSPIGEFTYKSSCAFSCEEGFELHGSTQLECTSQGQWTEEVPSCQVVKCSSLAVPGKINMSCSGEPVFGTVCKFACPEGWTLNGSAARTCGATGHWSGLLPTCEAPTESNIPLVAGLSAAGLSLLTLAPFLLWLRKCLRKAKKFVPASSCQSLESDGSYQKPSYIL
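Test system – human umbilical vein endothelial cells (HUVEC), E-selectin induction · Input – 3,000 HUVEC seeded per well · Buffer or medium – EGM-2, gelatin · Compound dosing – single-point compound dose · Detection – immunofluorescence imaging · Measure – percent E-selectin-positive cells · Controls – TNF-alpha high, DMSO low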
Starred values were filed as active, the others as inactive; ? = inconclusive.

SMILES	E-sel inducer
COc1ccc(-n2c(C)cc(C(=O)Cn3nc(C(=O)O)c4ccccc4c3=O)c2C)cc1	-0.2
COc1cc(C)c(/C=C(\C#N)C(=O)Nc2ccc(C)cc2)cc1C(C)C	-2.3
O=C(CSc1ccccn1)Nc1ccc2c(c1)oc1ccccc12	-0.3
CCOC(=O)c1ccccc1NC(=O)c1cn(-c2ccc(C)c(C)c2)c(=O)c2ccccc12	1.9
COc1cc(C2CC(=O)Nc3cc(C)c(C)cc32)cc(OC)c1OC (stereo unspecified)	-0.4
O=C(CCCCCn1c(=O)[nH]c2ccccc2c1=O)NCCc1c[nH]c2ccccc12	-0.2
Cc1cc(C)c(/C=N/n2c(C)cc(C)c(C#N)c2=O)c(C)c1	0.0
COc1cc(C)c(C(N)=O)c(OC)n1	-0.7
C[C@H](CO)N1C[C@H](C)[C@H](CN(C)C(=O)Nc2ccc3c(c2)OCO3)Oc2ccc(NC(=O)Nc3ccccc3)cc2C1=O	0.0
O=C(NCC1(c2ccccc2)CCCC1)c1ccc(Br)cc1	0.0
Cc1ccc2c(C)nc(SC(C(=O)c3ccccc3)c3ccccc3)nc2c1 (stereo unspecified)	-0.2
Cc1c(NC(=S)Nc2ccccc2C(F)(F)F)cccc1[N+](=O)[O-]	1.0
CC1CCN(Cc2nnnn2-c2cccc([N+](=O)[O-])c2)CC1	-0.2
CCCN(C(=O)CSc1cc(-c2ccccc2)c2ccc(OC)cc2n1)C1CCS(=O)(=O)C1 (stereo unspecified)	-0.1
Cc1cccc(C)c1NC(=O)CNc1ncnc2sc(C)c(C)c12	0.8
O=C(Nc1ncc(Cc2ccc(Cl)cc2Cl)s1)c1ccc([N+](=O)[O-])cc1	0.3
Cc1ccc(NC(=O)CSc2nnc(-c3cccnc3)n2CCN2CCCCC2)cc1	1.0
CCCCOc1ccc(NC2=NC3(CCCCC3)N=C(N)N2)cc1	-0.6
Cc1nn(-c2ccccc2)c(C)c1C(=O)NCc1ccc(F)cc1	-0.5
COc1ccc(-c2noc(CCC(=O)O)n2)cc1	-0.7

18 entries from above, with bars between the fields.
mol | E-sel inducer
O=C(CSc1ccccn1)Nc1ccc2c(c1)oc1ccccc12 | -0.3
CCOC(=O)c1ccccc1NC(=O)c1cn(-c2ccc(C)c(C)c2)c(=O)c2ccccc12 | 1.9
COc1cc(C2CC(=O)Nc3cc(C)c(C)cc32)cc(OC)c1OC (stereo unspecified) | -0.4
O=C(CCCCCn1c(=O)[nH]c2ccccc2c1=O)NCCc1c[nH]c2ccccc12 | -0.2
Cc1cc(C)c(/C=N/n2c(C)cc(C)c(C#N)c2=O)c(C)c1 | 0.0
COc1cc(C)c(C(N)=O)c(OC)n1 | -0.7
C[C@H](CO)N1C[C@H](C)[C@H](CN(C)C(=O)Nc2ccc3c(c2)OCO3)Oc2ccc(NC(=O)Nc3ccccc3)cc2C1=O | 0.0
O=C(NCC1(c2ccccc2)CCCC1)c1ccc(Br)cc1 | 0.0
Cc1ccc2c(C)nc(SC(C(=O)c3ccccc3)c3ccccc3)nc2c1 (stereo unspecified) | -0.2
Cc1c(NC(=S)Nc2ccccc2C(F)(F)F)cccc1[N+](=O)[O-] | 1.0
CC1CCN(Cc2nnnn2-c2cccc([N+](=O)[O-])c2)CC1 | -0.2
CCCN(C(=O)CSc1cc(-c2ccccc2)c2ccc(OC)cc2n1)C1CCS(=O)(=O)C1 (stereo unspecified) | -0.1
Cc1cccc(C)c1NC(=O)CNc1ncnc2sc(C)c(C)c12 | 0.8
O=C(Nc1ncc(Cc2ccc(Cl)cc2Cl)s1)c1ccc([N+](=O)[O-])cc1 | 0.3
Cc1ccc(NC(=O)CSc2nnc(-c3cccnc3)n2CCN2CCCCC2)cc1 | 1.0
CCCCOc1ccc(NC2=NC3(CCCCC3)N=C(N)N2)cc1 | -0.6
Cc1nn(-c2ccccc2)c(C)c1C(=O)NCc1ccc(F)cc1 | -0.5
COc1ccc(-c2noc(CCC(=O)O)n2)cc1 | -0.7

Continued.
SMILES	E-sel inducer
COc1ccc(N(CC(=O)Nc2cc(OC)ccc2OC)S(C)(=O)=O)cc1	-0.7
O=C(O/N=C(\c1ccccc1)c1ccccn1)c1ccc(Cl)c(Cl)c1	0.0
CCOC(=O)c1[nH]c2ccc(OC)cc2c1NC(=O)/C=C/c1ccc2c(c1)OCO2	0.1
CC(=O)Nc1ccc(S(=O)(=O)N(C)CC(=O)OCC(=O)Nc2cccnc2Cl)cc1	-1.0
N#Cc1cc([N+](=O)[O-])cnc1N(CCO)CCO	-0.2
Cn1c(SCC(=O)c2c(N)n(C)c(=O)n(C)c2=O)nnc1-c1ccc(F)cc1	0.0
O=C(O)CCSc1nnc(CNc2ccc(Cl)cc2)n1Cc1ccccc1	1.0
CCC(C)NC(=O)CC(NS(=O)(=O)c1ccc(C)cc1)c1ccc(OC)cc1 (stereo unspecified)	0.5
CC1=NN(c2ccccc2)C(=O)C1c1ccccc1 (stereo unspecified)	-0.2
O=C1c2ccccc2NC(c2cn[nH]c2-c2ccc(Cl)cc2)N1O (stereo unspecified)	0.0
CC(C)C(NC(=S)Nc1ccccc1)C(=O)O (stereo unspecified)	0.3
CNC(=S)Nc1ccc(C)cc1	-0.2
CCOc1c(/C=C(\C#N)C(N)=O)c2ccccc2n1CC	-0.2
COc1ccccc1C(=O)NCC(=O)OCc1ccc(Br)cc1	0.0
NS(=O)(=O)c1ccc(CNC(=O)c2ccc(Cl)cc2[N+](=O)[O-])cc1	-0.4
O=C(C1CCCO1)N1CCN(C(=S)Nc2ccccc2C(F)(F)F)CC1 (stereo unspecified)	-2.9
CC(C)(C)NC(=O)NC(=O)COC(=O)c1cccc(S(=O)(=O)N2CCCCC2)c1	-0.8
CCOC(=O)N1CCN(S(=O)(=O)c2ccc(C(=O)Nc3nnc(C4CC4)o3)cc2)CC1	0.0
CCCn1c(SCc2cc(=O)oc3ccc4ccccc4c23)n[nH]c1=O	3.7
C/C(=N\NC(=O)c1ccc(=O)[nH]n1)c1cccnc1	0.1
C[C@H](CO)N1C[C@H](C)[C@@H](CN(C)Cc2ccc(-c3ccccc3)cc2)Oc2c(NC(=O)C3CCCCC3)cccc2C1=O	0.0
CC1Cc2ccccc2N1C(=S)NC(=O)c1cccc(Br)c1 (stereo unspecified)	6.5
COc1ccc(C(=O)N=C2CCC(C#N)=C3c4cc(OC)c(OC)cc4CCN23)cc1	-2.8
Nn1cnc2c(c1=O)C1(CCCCC1)Cc1ccccc1-2	-0.1
CCOC(=O)c1c(/N=C/C2=C(O)CCCC2=O)sc(C)c1C	0.5
CCOc1ccc(NC(=S)N2CCC(N(C)CCN3CCOCC3)CC2)cc1	-0.4
O=C(NCc1ccccc1)c1ccc(N2C(=O)C3CCCCC3C2=O)cc1 (stereo unspecified)	0.4
CC(C)NC(=O)N(C)C[C@@H]1Oc2ccc(NC(=O)Cn3cnnn3)cc2C(=O)N([C@@H](C)CO)C[C@@H]1C	12
C[C@H](CO)N1C[C@H](C)[C@H](CN(C)S(=O)(=O)c2cn(C)cn2)Oc2c(NS(=O)(=O)c3ccc(Cl)cc3)cccc2C1=O	-0.5
O=C(NCCCN1CCOCC1)c1ccc(Sc2ccc(F)cc2)c([N+](=O)[O-])c1	0.3
COc1ccc(C(=O)O/N=C(\N)Cc2ccc(Cl)cc2Cl)cc1OC	-0.2
Cc1ccc(-n2nc(CC#N)c(C#N)c2N)cc1Cl	0.2
CCCCNC(=O)NNC(=O)COc1cc(C)cc(C)c1	0.2
C[C@H](CO)N1C[C@H](C)[C@@H](CN(C)Cc2ccc(-c3ccccc3)cc2)Oc2ccc(NC(=O)Nc3cccc4ccccc34)cc2CC1=O	0.9
CC(=O)c1c(C(C)=O)c(C)n(-c2cccc([N+](=O)[O-])c2)c1C	-1.7
C[C@H](NS(=O)(=O)c1ccc(Cl)cc1)C(=O)OCC(=O)NC(=O)Nc1ccc2c(c1)OCCO2	-0.2
C[C@@H]1CCCCO[C@@H](CN(C)Cc2ccc(Cl)c(Cl)c2)[C@H](C)CN([C@H](C)CO)C(=O)c2cc(NC(=O)Cc3ccccc3)ccc2O1	-0.1
CCCCCCn1c(O)c(/C=C2\C=NN=C2c2ccccc2)sc1=S	-0.4
CC1CC(=O)NN=C1c1ccc(N)c([N+](=O)[O-])c1 (stereo unspecified)	0.1
C[C@@H]1CCCCO[C@H](CN(C)CC2CC2)[C@H](C)CN([C@@H](C)CO)C(=O)c2cc(NC(=O)C3CCCCC3)ccc2O1	0.0
Cc1cc(C)c(NC(=O)NC2CCCCC2)c(C)c1	-0.4
O=C(/C=C/c1ccco1)NCC1(c2ccccc2)CCCC1	-0.2
Cc1ccccc1CN(c1ccc(C(=O)NCC2CCCO2)cc1)S(C)(=O)=O (stereo unspecified)	-0.9
CCC1CCCCN1CC(O)Cn1c2ccccc2n2c(=O)cc(C)c(C#N)c12 (stereo unspecified)	2.3
COc1cccc(S(=O)(=O)N(C)C[C@@H]2OCc3ccccc3-c3c(n(C)c4ccccc34)C(=O)N([C@@H](C)CO)C[C@H]2C)c1	15
Cc1ccc(/C=C2\SC(N3CCN(C(c4ccccc4)c4ccccc4)CC3)=NC2=O)o1	0.2
COc1ccc(C(=O)/C=C/c2ccc(OC)c(Cn3nnc4ccccc43)c2)cc1	-0.2
O=C(CCCOc1ccc(Cl)cc1Cl)N/N=C/c1ccccc1O	0.2
Cc1cc([N+](=O)[O-])nn1CCC(=O)NC1CCCCCC1	0.4
O=C(c1ccc(S(=O)(=O)c2ccccc2Cl)c([N+](=O)[O-])c1)N1CCCCCC1	1.7

The list goes on.
SMILES	E-sel inducer
CCC(Oc1ccccc1)C(=O)NCc1ccc(S(N)(=O)=O)cc1 (stereo unspecified)	0.5
CCOC(=O)c1c(-c2ccc(C)cc2)csc1NC(=O)C1CCCO1 (stereo unspecified)	-0.2
CCOc1ncccc1C(=O)OCC(=O)Nc1cc(S(=O)(=O)N2CCOCC2)ccc1C	0.2
O=C1Nc2ccccc2Oc2cc([N+](=O)[O-])cc(Oc3ccccc3)c21	?
Cc1ccc(-c2csc(NC(=S)NC(=O)c3ccco3)n2)cc1	0.0
CCc1cc(=O)oc2c(C)c(O)c(CN3CCCCC3)cc12	-2.6
COc1ccc(/C=N/NC(=O)c2ccc(COCC(F)(F)C(F)F)cc2)cc1	0.0
COc1ccc(CNC(=O)CSc2n[nH]c(C)c2[N+](=O)[O-])cc1	1.2
COc1ccc(C(=O)N/N=C(/C)c2ccc(N3CCCCC3)cc2)cc1	-0.1
CCOC(=O)c1c(NC(=O)CSc2nc3ccccc3o2)sc(C(C)=O)c1C	0.0
NNc1nc2ccc(Cl)cc2s1	-0.7
CCOC(=O)c1c(NC(=O)COC(=O)CCS(=O)(=O)c2ccc(C)cc2)sc(C)c1C	1.7
O=C(N/N=C\c1cn[nH]c1-c1ccccc1)c1ccc([N+](=O)[O-])cc1	-0.1
CCOC(=O)c1c(NC(=O)C(C)Sc2cccc[n+]2[O-])sc2c1CCN(Cc1ccccc1)C2 (stereo unspecified)	0.0
CCCCC(=O)Nc1ccc2c3c(cccc13)CC2	4.1
Cn1c(N=NC(=O)c2ccccc2)c(O)c2ccccc21	-2.6
O=C(N/C(=C/c1cccc([N+](=O)[O-])c1)C(=O)N1CCCCC1)c1cccs1	-0.5
Cc1noc(C)c1S(=O)(=O)N(C)C[C@@H]1Oc2ccc(NS(=O)(=O)c3ccc(F)cc3)cc2C(=O)N([C@@H](C)CO)C[C@@H]1C	-10
O=C(O)Cc1n[nH]c(=O)c2ccccc12	0.1
COC(=O)c1ccccc1NC(=O)Cn1c(=O)n(Cc2ccccc2)c(=O)c2c(C)c(C)sc21	3.3
Cc1c(C(=O)NC(C(C)C)C(C)C)cccc1[N+](=O)[O-]	0.0
O=C(Cn1cncn1)NCc1ccc(Cl)cc1	0.0
C[C@H]1CN([C@@H](C)CO)C(=O)c2cc(NC(=O)CCCCCC(=O)Nc3ccccc3N)ccc2O[C@H]1CN(C)Cc1ccc(-c2ccccc2)cc1	0.0
Cc1ccc(NC(=O)CSCc2ccc(F)cc2)cc1	-0.6
O=C(N/N=C/c1cccn1-c1cccc(C(=O)O)c1)Nc1ccccc1	-1.3
O=C(CCSCCc1ccccn1)Nc1c(F)c(F)c(F)c(F)c1F	-0.3
COc1ccc(CCNC(=O)C(C(=O)c2ccccc2)n2cc(Cl)ccc2=O)cc1OC (stereo unspecified)	0.8
Cc1noc(C)c1NC(=O)N(C)C[C@@H]1Oc2ccc(NS(=O)(=O)c3c(C)noc3C)cc2C(=O)N([C@H](C)CO)C[C@@H]1C	-9.3
COC(=O)CN1C(c2ccc(Cl)cc2)=Nc2ccc(Cl)cc2C1c1ccccc1 (stereo unspecified)	0.7
CC(C)[C@@H]1COCc2cn(nn2)CCC[C@@H](C)C(=O)N1	0.0
Cc1cc(C)c2[nH]c(=O)c(CN(Cc3ccco3)C(=S)NCC3CCCO3)cc2c1 (stereo unspecified)	-0.3
CCOc1ccccc1NC(=O)/C(C#N)=C/c1c(C)nn(-c2ccccc2)c1Cl	-0.2
CC(C)(C)C(=O)Nc1nnc(SCc2ccc(F)cc2)s1	-1.8
C(=N\Nc1nnnn1-c1ccccc1)/c1ccncc1	0.9
CCCN(C)C[C@@H]1OCCCC[C@@H](C)Oc2ccc(NS(=O)(=O)c3ccc(OC)cc3)cc2C(=O)N([C@@H](C)CO)C[C@@H]1C	-0.1
CCCN(CC1CC1)C(=S)Nc1ccc(Oc2ccccc2)cc1	0.4
COc1ccccc1NC(=S)N1CCc2cc(OC)c(OC)cc2C1	2.0
O=C(CCCn1cnc([N+](=O)[O-])n1)Nc1ccc(Cl)cc1Cl	-0.4
CN(CC(=O)OCC(=O)NCc1ccccc1)S(=O)(=O)c1ccc(Cl)cc1	0.4
COCCn1nnnc1CN1C2CCCC1CC(NC(C)=O)C2 (stereo unspecified)	0.4

Some of the compounds tested (hit frequency here may not be typical).
